Source: PubChem BioAssay (National Center for Advancing Translational Sciences (NCATS))
S-ASM inh = inhibitors of human secretory acid sphingomyelinase; actives 0.006% (n = 340,000); placental ASM, HMU-PC fluorogenic substrate, 60 min; Potency, µM (doses to about 57.5 µM), inactives show at the highest dose activity change, negative = inhibition, hits mostly inhibitors; note: potency is the fitted concentration of half-maximal effect
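Human placenta-derived ASM enzyme was preincubated with compound for 10 minutes at room temperature, then given fluorogenic substrate HMU-PC0 (9 uM final) for 60 minutes at 37 °C; a pH 10 stop preceded fluorescence reading at Ex 386/Em 447 nm.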
GALK inh = inhibitors of human galactokinase; actives 0.007% (n = 270,000); Purified GALK, Kinase-Glo residual ATP luminescence; P51570; Potency, µM (series often up to 57.5 µM), without a hit: top-dose activity change, negative = inhibition, hits mostly inhibitors; note: potency is the fitted concentration of half-maximal effect; % is set by controls: 0 for no effect and ±100 for the full control effect
Target sequence (P51570 whole entry, looked up): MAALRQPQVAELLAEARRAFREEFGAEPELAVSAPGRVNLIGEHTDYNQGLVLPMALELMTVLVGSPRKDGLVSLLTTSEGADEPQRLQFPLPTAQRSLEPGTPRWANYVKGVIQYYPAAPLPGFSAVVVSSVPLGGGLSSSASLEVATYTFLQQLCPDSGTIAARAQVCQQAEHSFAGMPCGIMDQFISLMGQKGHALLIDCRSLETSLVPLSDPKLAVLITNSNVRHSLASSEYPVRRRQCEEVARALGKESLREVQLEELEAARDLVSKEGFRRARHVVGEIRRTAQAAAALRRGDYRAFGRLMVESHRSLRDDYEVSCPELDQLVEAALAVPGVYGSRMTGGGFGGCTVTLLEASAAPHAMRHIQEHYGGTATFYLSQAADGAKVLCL
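Quantitative HTS: GALK 5 nM, ATP 35 uM, galactose 100 uM, 1 h room temperature, then luciferase-based ATP detection.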
a7 integrin act = integrin-mediated muscular dystrophy alleviation activation; actives 0.064% (n = 350,000); Potency, µM (titrated, usually from 38.3 µM), without a hit: top-dose activation, actives largely listed as activators; alpha7betagal myoblasts, beta-gal FDG fluorescence, 48 h;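 note: potency is the fitted concentration of half-maximal effect; 100% = response of the positive control SU9516; nearly all actives have a fitted effect of over 60% in size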
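alpha7betagal+/- myoblasts (passage 13, 250/well) treated 48 h at 37C with compounds at 1:260 dilution of DMSO stock. Lysed, then beta-galactosidase activity read as FDG fluorescence (ex 480/em 540) after 30 min, with pre-read for autofluorescence.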
PKM2 act = activators of human pyruvate kinase M2. P14618. purified PKM2, Kinase-Glo ATP luminescence, activation; response scale: 0% is enzyme alone, no compound. Potency, µM (series often up to 57.5 µM), inactives show at the top dose activation, most hits filed as activators. actives 0.34% (n = 260,000). AID 1631; note: potency is the fitted concentration of half-maximal effect; % is set by controls: 0 for no effect and ±100 for the full control effect; nearly all actives have a fitted effect of over 55% in size
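ATP formation by purified human PK-M2, quantified via coupled luciferase luminescence after 1 h at room temperature with 0.1 mM ADP and 0.5 mM PEP final.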
Giardia kill = Giardia lamblia killing. actives 0.15% (n = 340,000). Giardia lamblia trophozoite viability. activity change, % at 7.66 µM, hits read low. AID 540267; in the data active = activity change below about -80%; inconclusive = between about -30% and that limit;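 note: parasites exposed to compound for two days anaerobically before the ATP read; % is set by controls: 0 for no effect and ±100 for the full control effect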
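Viability, read as ATP luminescence: trophozoites at 100 cells/well, compound added, 48 hrs anaerobic at 37 deg C, then 15-30 min room-temperature development before reading.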
Menin-MLL TR inh = inhibitors of human menin-MLL interaction, mutant MLL peptide; O00255; Menin + Texas Red MLL mutant peptide, fluorescence polarization; Potency, µM (highest dose often 61.6 µM), for inactives: top-dose FP activity change, negative = inhibition, actives largely listed as inhibitors; actives 0.23% (n = 270,000); AID 1768; active = well fitted inhibition curve with a large enough effect in the polarisation, with a control signal flat, not every such curve was filed as active; inconclusive = small, poorly fitted or top-dose-only effect, or effect the other way, or a change in a side signal; inactive = no such curve, though single readings can be large or run the other way; the % refers to the polarisation; note: potency is the fitted concentration of half-maximal effect; % of control where 0% means no effect; many of its hits are not listed in these tables
Tb PFK block = inhibitors of T. brucei phosphofructokinase; T. brucei PFK, ADP-Glo luminescence; Potency, µM (titrated, usually from 57.5 µM), for the others: at the top dose activity, negative = inhibition, hits mostly inhibitors; actives 0.17% (n = 330,000);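 note: potency is the fitted concentration of half-maximal effect; 0% = uninhibited 1x PFK enzyme wells and -100% = no-enzyme wells; nearly all actives have a fitted effect of over 60% in size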
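Compounds were pin-transferred as a titration series up to 57 uM into substrate buffer (0.5 mM F6P, 0.1 mM ATP, pH 8.0), then 1.25 nM PFK was added and reactions ran 45 min before ADP-Glo detection.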
FBPA coupling cs = coupling enzyme interference in Giardia aldolase counter-screen; actives 0.67% (n = 290,000); coupling enzyme system counterscreen, AmpLite Red fluorescence; activity change, negative = inhibition, % at 58.2 µM, hits read low; in the data active = activity change below about -30%; note: % is set by controls: 0 for no effect and ±100 for the full control effect
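Fluorescence at 525 nm excitation and 598 nm emission measured inhibition of the coupled detection system without aldolase. Compounds (at 57.5 uM final) were preincubated 10 min at room temperature with coupling enzyme reagent before a 20 min substrate/AmpLite Red step.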
TSG101-PTAP inh = blocks PTAP/TSG101 interaction to inhibit HIV-1 budding. Q99816. Fluorescence polarization, FITC-PTAP peptide / Tsg101 binding. Potency, µM (doses to about 115 µM), without a hit: top-dose activity change, negative = inhibition, hits mostly inhibitors. 340,000 tested, under 10 active. AID 493005; active = well fitted inhibition curve with a large enough effect in the main read-out, with a control signal flat, not every such curve was filed as active; inconclusive = small, poorly fitted or top-dose-only effect, or effect the other way, or a change in a side signal; inactive = no such curve, though single readings can be large or run the other way; note: potency is the fitted concentration of half-maximal effect; % of control where 0% means no effect
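Compounds were pin-transferred onto Tsg101 binding domain (10 uM final) in HEPES pH 7.5 buffer, then FITC-PTAP peptide was added at 50 nM final. After 20 min at RT, polarization reported peptide displacement across a qHTS concentration series.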
BCR signal inh = blocks chronic active B-cell receptor signaling; ABC-DLBCL IkBa-CBG/CBR reporter, luminescence ratio, 4 h; Potency, µM (top dose mostly 46.1 µM), without a hit: at the top dose ratio change, negative = lower green/red ratio, hits mostly inhibitors; actives 0.05% (n = 340,000); AID 493014; active = well fitted inhibition curve with a large enough effect in the signal ratio, with a control signal flat, not every such curve was filed as active; inconclusive = small, poorly fitted or top-dose-only effect, or effect the other way, or a change in a side signal; the % refers to the signal ratio;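 note: potency is the fitted concentration of half-maximal effect; plate controls were basal doxycycline-induced cells for no effect and cells given 10 µM MG132 for full effect; MG132 reads +100%, hits lower the ratio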
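Cell line TMD8 (human ABC DLBCL), stably expressing tet-inducible CBG68-IkBa fusion and CBR; IMDM/0.5% FBS; cpd up to 46 uM; dox induction, 4 h, 37C/5% CO2; dual luminescence; green/red ratio; MG132 control.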
B2AR arrestin = recruits beta-arrestin to the human beta2-adrenergic receptor. actives 0.02% (n = 330,000). beta-arrestin recruitment to beta2AR, cell-based reporter. P07550. AID 492947. Potency, µM (highest dose often 46.1 µM), without a hit: at the top dose activation, hits mostly activators;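 note: potency is the fitted concentration of half-maximal effect; 0% = DMSO controls and full agonism = EC100 isoproterenol or metaproterenol; nearly all actives have a fitted effect of over 65% in size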
Target sequence (P07550 whole entry, looked up): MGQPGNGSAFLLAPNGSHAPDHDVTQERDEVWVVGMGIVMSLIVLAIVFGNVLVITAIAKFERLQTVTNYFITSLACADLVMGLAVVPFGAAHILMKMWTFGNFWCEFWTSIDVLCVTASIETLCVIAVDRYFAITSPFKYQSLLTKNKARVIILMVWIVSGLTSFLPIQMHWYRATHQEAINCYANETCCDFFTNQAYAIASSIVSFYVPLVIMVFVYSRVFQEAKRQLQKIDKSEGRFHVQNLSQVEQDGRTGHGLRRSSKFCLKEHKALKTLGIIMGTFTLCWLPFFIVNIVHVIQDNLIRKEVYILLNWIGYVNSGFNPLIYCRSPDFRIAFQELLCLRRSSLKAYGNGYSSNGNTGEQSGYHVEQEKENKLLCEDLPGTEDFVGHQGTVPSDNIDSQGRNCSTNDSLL
Active calls of the source: *; ? = inconclusive; . = no result given; [ ] = dose if it differs, or a comment. Unless noted, calls come from the whole dose curve; as a rule, active = well fitted curve in the direction sought with a large enough effect; inconclusive = small, poorly fitted or top-dose-only effect, or another doubt; inactive = no such curve, though single readings can be large; an effect the other way counts as inactive or inconclusive. These rows are one share of the data, so the mix of outcomes need not match the whole.

cpd	compound	S-ASM inh	GALK inh	a7 integrin act	PKM2 act	Giardia kill	Menin-MLL TR inh	Tb PFK block	FBPA coupling cs	TSG101-PTAP inh	BCR signal inh	B2AR arrestin
1	COc1ccc(C(=O)C(C)OC(=O)CN2C(=O)c3ccccc3C2=O)cc1 (stereo not given)	-2%	.	1%	.	2	.	-6%	.	-5%	?	-0.3%
2	O=C(N/N=C/c1ccoc1)c1ccc([N+](=O)[O-])cc1	-3%	-2%	-25%	-5%	8	.	-10%	.	1%	-6%	-1.6%
3	O=C(c1cc2ncc(Br)cn2n1)N1CCCCC1	-1%	0%	29%	2%	4	-4%	-2%	0	-4%	8%	-0.2%
4	O=C(COC(=O)c1ccccn1)NCc1ccc(Cl)cc1Cl	-2%	.	14%	.	6	.	0%	.	-5%	4%	0.3%
5	COc1ccc(CCC(=O)Nc2ncc(C)s2)cc1OC	3%	0%	4%	.	10	16%	3%	-2	-4%	6%	0.0%
6	COc1ccc(NC(=O)NC(=O)c2ccccc2)cc1	-6%	2%	?	1%	-7	1%	1%	5	2%	0%	0.3%
7	Cc1ccc(F)cc1CNC(=O)c1cc(COc2ccc3ncccc3c2)on1	-9%	0%	-9%	4%	6	22%	4%	0	1%	-6%	-0.6%
8	CC(=O)c1ccc(NC(=O)C(C)Sc2ccccn2)cc1 (stereo not given)	-2%	0%	11%	0%	29	1%	-3%	2	-3%	0%	-0.1%
9	O=C(Nc1ccc(Cl)cc1)C1CCN(C(=O)c2cccs2)CC1	-3%	0%	-5%	-2%	-17	-10%	-3%	-5	-7%	-8%	0.2%
10	O=C(/C=C/c1ccccc1Cl)OCC(=O)c1ccc[nH]1	-3%	.	2%	.	4	.	1%	.	1%	?	0.3%
11	COc1ccc(NC(=O)/C(C#N)=C\c2ccc(N3CCOCC3)o2)cc1	?	0%	-32%	-2%	-19	?	-1%	0	?	?	0.3%
12	Cc1c(C(=O)Nc2ccc(N3CCOCC3)cc2)oc2ccccc12	-5%	0%	-9%	8%	-9	?	0%	-1	-3%	?	0.4%
13	CCNC(=S)N/N=C1\C(=O)c2cccc3cccc1c23	-1%	0%	-11%	-11%	-20	16%	-3%	0	-6%	?	0.1%
14	CCOC(=O)C1=NN(C(=O)c2ccco2)C2(CC2)C1	5%	3%	2%	-3%	14	-5%	-1%	2	-2%	0%	0.0%
15	O=c1cc(-c2ccccc2)oc2ccc(Br)cc12	7%	.	16%	.	-24	.	4%	.	.	?	-0.9%
16	COc1ccc(/C=C/C(=O)OCc2nc3ccccc3c(=O)[nH]2)c(OC)c1	6%	1%	11%	0%	-19	.	3%	3	1%	-1%	0.5%

Single records, as listed above.
O=C(COC(=O)c1ccccn1)NCc1ccc(Cl)cc1Cl is entered as S-ASM inh = -2%; GALK inh = .; a7 integrin act = 14%; PKM2 act = .; Giardia kill = 6; Menin-MLL TR inh = .; Tb PFK block = 0%; FBPA coupling cs = .; TSG101-PTAP inh = -5%; BCR signal inh = 4%; B2AR arrestin = 0.3%
COc1ccc(C(=O)C(C)OC(=O)CN2C(=O)c3ccccc3C2=O)cc1 (stereo not given) is entered as S-ASM inh = -2%; GALK inh = .; a7 integrin act = 1%; PKM2 act = .; Giardia kill = 2; Menin-MLL TR inh = .; Tb PFK block = -6%; FBPA coupling cs = .; TSG101-PTAP inh = -5%; BCR signal inh = ?; B2AR arrestin = -0.3%

Gathered by group, the compounds so far containing bromine
cpd	compound	S-ASM inh	GALK inh	a7 integrin act	PKM2 act	Giardia kill	Menin-MLL TR inh	Tb PFK block	FBPA coupling cs	TSG101-PTAP inh	BCR signal inh	B2AR arrestin
3	O=C(c1cc2ncc(Br)cn2n1)N1CCCCC1	-1%	0%	29%	2%	4	-4%	-2%	0	-4%	8%	-0.2%
15	O=c1cc(-c2ccccc2)oc2ccc(Br)cc12	7%	.	16%	.	-24	.	4%	.	.	?	-0.9%

Next structures
cpd	compound	S-ASM inh	GALK inh	a7 integrin act	PKM2 act	Giardia kill	Menin-MLL TR inh	Tb PFK block	FBPA coupling cs	TSG101-PTAP inh	BCR signal inh	B2AR arrestin
17	CCN(CC)C(=O)CN1CCN(c2ncccn2)CC1	-1%	1%	0%	12%	4	-10%	-12%	-8	-5%	0%	-0.2%
18	O=C(OC1Cn2c(=O)ccc(=O)n2C1)c1ccccc1	3%	2%	19%	-6%	9	-1%	-3%	-2	-6%	3%	-0.8%
19	CCOC(=O)/C(C#N)=N/Nc1c(S(=O)(=O)Cc2ccco2)csc1C(=O)OC	-8%	.	-2%	1%	7	.	-7%	3	-1%	7%	0.2%
20	CC(C)c1ccc(C2NC(=S)NC3=C2C(=O)CCC3)cc1 (stereo not given)	4%	-2%	-13%	4%	-11	-3%	0%	0	0%	-1%	0.3%
21	CC(C)(C)CN1CCNC(=O)C1CC(=O)NCCc1ccccc1C(F)(F)F (stereo not given)	13%	1%	?	5%	-10	-11%	-2%	-4	-2%	-14%	0.6%
22	COCC1CCCN(C(=O)c2ccc3nc(Cc4cccc(Cl)c4)oc3c2)C1 (stereo not given)	0%	-4%	23%	10%	-26	.	-9%	.	-4%	3%	0.1%
23	Clc1cccc(OCCN2CCCC2)c1	0%	-2%	10%	2%[11.5 µM]	17	13%	-7%	0	0%	5%	0.4%
24	CC(=O)c1cccc(N(CC(=O)NC2CCCC2)C(=O)c2csnn2)c1	3%	0%	14%	.	-14	12%	1%	-2	1%	5%	-0.5%
25	COc1ccc(CCNC(=O)C2CCCN(S(=O)(=O)c3ccc(OC)cc3)C2)cc1 (stereo not given)	4%	11%	10%	.	2	-2%	1%	1	-4%	0%	0.1%
26	O=C(c1cccc([N+](=O)[O-])c1)c1ccccn1	5%	2%	3%	1%	0	.	-5%	4	-1%	-1%	-0.1%
27	CCOC(=O)C1=C(c2ccccc2)NC(SCC)=C(C#N)C1c1cccnc1 (stereo not given)	4%	-2%	3%	-3%	3	-13%	3%	-2	-10%	-1%	0.5%
28	CCC(=O)N1CCc2cc(S(=O)(=O)NCCC(=O)N3CCc4ccccc4C3)ccc21	-1%	0%	-56%[inhibitor]	5%	-5	-3%	0%	1	4%	4%	7.1%
29	COc1ccccc1NC(=O)C1=C(C)Nc2nc3ccccc3n2C1c1cccs1 (stereo not given)	-3%	.	-39%	0%	2	-16%	2%	0	0%	-16%	-0.9%
30	CC(=O)COc1ccc2c(C)c(-c3ccccc3)c(=O)oc2c1	2%	1%	-13%	-1%	-3	-2%	10%	-1	0%	?	0.0%
31	Cc1ccc2[nH]c(SCC(=O)N3CCOCC3)nc2c1C	-2%	-3%	-16%	-2%	-11	.	1%	1	-5%	-1%	0.0%
32	COc1ccccc1NS(=O)(=O)c1ccc(O)c(C(=O)OCC(=O)N2CCc3ccccc32)c1	0%	5%	-23%	-4%	13	.	-13%	-1	0%	1%	0.1%
33	CCCn1c(SCC(=O)Nc2nnc(CC)s2)nc2c1c(=O)n(C)c(=O)n2C	.	-7%	.	3%	.	12%	0%	-1	.	4%	-0.2%
34	CCOC(=O)C1Nc2ccc(Br)cc2C2C=CCC12 (stereo not given)	-2%	0%	-24%	-4%	-6	?	-3%	-1	-3%	-1%	4.0%
35	C=CCc1cccc(/C=N/NC(=O)c2ccccc2OC)c1O	-10%	7%	-40%	3%	33[activator]	?	2%	-24	-11%	?	-1.0%
36	CC(C)[C@H]1COCCS(=O)(=O)N1Cc1ccccc1-c1ccc(C(C)(C)C)cc1	-6%	.	-3%	.	-24	.	-3%	.	1%	3%	-0.6%
37	COc1cccc(NC(=O)NC2(C(=O)N3CCC(O)CC3)CCCCC2)c1	-2%	0%	23%	-1%	10	-1%	1%	0	0%	?	-0.7%
38	O=C(N=C1SCC(=O)N1c1ccccc1)c1ccco1	2%	-3%	-17%	-7%	4	19%	-3%	-4	-3%	?	0.2%
39	CN(C)CCNC(=O)/C(=C/c1cccc([N+](=O)[O-])c1)NC(=O)c1ccccc1	0%	1%	-9%	-8%	1	2%	-1%	3	-2%	-1%	2.3%
40	CCOC(=O)[C@H]1[C@H]2COc3ccc(OC)cc3[C@@H]2N2C(=O)CN(Cc3ccc(C)cc3)C(=O)[C@@]12C	1%	.	-6%	.	13	.	0%	.	2%	-2%	0.1%
41	C=CCn1c(SCC(=O)Nc2cc(C)on2)nnc1C1COc2ccccc2O1 (stereo not given)	-1%	-1%	6%	3%	-12	-14%	-7%	-1	1%	?	0.2%
